High-throughput results deposited in PubChem by several laboratories.
Runt-CBFb FRET: inhibitors of RUNX1 Runt–CBFb binding, primary screen, biochemical, FRET, Cerulean-Runt, Venus-CBFb, uHTS. Runt-related transcription factor 1 (Homo sapiens) + Core-binding factor subunit beta …. Cerulean-Runt/Venus-CBFb FRET ratio 530/480, 1 h. inhibition, % at 20 µM. actives 0.46% (n = 220,000);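 active means inhibition over about 50% at 20 µM in the single-dose screen, limit read from the data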;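 further: 0% = DMSO wells and 100% = excess unlabeled CBFb competitor control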
Target sequence (Q01196 whole entry, looked up): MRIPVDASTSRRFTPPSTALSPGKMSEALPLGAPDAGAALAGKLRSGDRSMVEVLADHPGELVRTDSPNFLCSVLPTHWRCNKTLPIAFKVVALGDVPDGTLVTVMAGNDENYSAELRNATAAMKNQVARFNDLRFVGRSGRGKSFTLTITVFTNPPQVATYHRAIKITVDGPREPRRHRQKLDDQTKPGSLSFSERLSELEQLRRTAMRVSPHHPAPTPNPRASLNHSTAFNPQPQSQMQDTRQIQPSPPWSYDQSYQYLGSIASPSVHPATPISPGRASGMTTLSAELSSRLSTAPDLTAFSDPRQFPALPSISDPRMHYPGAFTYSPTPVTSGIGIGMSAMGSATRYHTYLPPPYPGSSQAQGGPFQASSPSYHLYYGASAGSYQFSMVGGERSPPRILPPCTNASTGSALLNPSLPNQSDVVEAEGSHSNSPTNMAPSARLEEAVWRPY
Target sequence (Q13951 whole entry, looked up): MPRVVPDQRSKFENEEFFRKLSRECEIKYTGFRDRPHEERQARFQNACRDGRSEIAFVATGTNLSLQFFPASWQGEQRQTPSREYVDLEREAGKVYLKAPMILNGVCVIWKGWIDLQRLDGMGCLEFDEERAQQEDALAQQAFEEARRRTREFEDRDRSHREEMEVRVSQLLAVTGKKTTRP
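Measured by: fluorescence energy transfer, 422 nm excitation, 530/480 nm emission; test system: Cerulean-tagged RUNX1 Runt domain (FRET donor) fusion protein; buffer or medium: Tris pH 7.5 buffer with BSA; compound: one dose, 20 µM compound, 1% DMSO; times: two 1 h room-temperature incubations shielded from light; benchmarks: unlabeled CBFb 5 µM, positive control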
NPY-Y1 antag: NPY-Y1 receptor antagonists, primary screen, cell-based. inhibition, % at 3.6 µM. actives 1% (n = 200,000). HEK293-CNG Y1 cells, membrane potential fluorescence; NPY at EC95, then isoproterenol. Neuropeptide Y receptor type 1 (Homo sapiens), P25929;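 active means inhibition above the campaign mean inhibition of all tested compounds plus 3 SD, cut at about 20% in these data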;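 further: 0% = DMSO wells given NPY plus isoproterenol and 100% = isoproterenol alone without NPY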
Target sequence (P25929 whole entry, looked up): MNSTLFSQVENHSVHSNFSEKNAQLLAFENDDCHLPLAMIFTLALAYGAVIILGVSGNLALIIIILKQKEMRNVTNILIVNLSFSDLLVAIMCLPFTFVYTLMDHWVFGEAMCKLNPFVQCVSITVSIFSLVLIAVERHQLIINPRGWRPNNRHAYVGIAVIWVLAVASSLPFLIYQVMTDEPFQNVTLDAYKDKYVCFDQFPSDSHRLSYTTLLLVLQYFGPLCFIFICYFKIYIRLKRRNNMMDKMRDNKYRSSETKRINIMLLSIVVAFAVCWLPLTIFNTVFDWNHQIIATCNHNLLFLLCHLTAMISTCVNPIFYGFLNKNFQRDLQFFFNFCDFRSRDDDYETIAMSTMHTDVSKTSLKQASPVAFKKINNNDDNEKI
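material = HEK293 cells with Y1 receptor plus CNG channel | also added = NPY 25 nM then isoproterenol 1 µM plus Ro 20-1724 25 µM | schedule = dye 3 h, compound 60 min room temperature, stimulation 45 min | measured by = membrane potential fluorescence | benchmarks = high control isoproterenol alone, low control NPY with isoproterenol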
S1P4 antag: S1P4 receptor antagonists, primary screen, cell-based | Sphingosine 1-phosphate receptor 4 (Homo sapiens), O95977 | inhibition, % at 4.98 µM | S1P4-expressing cells, antagonist mode, reporter read-out | actives 0.26% (n = 220,000); in the data active means inhibition above about 29%;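 further: 0% = wells stimulated with agonist and 100% = vehicle wells without agonist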
NPY1 pot ag: NPY-Y1 receptor potentiators or agonists, primary screen, cell-based; actives 0.37% (n = 220,000); NPY-Y1 expressing cells, potentiator/agonist activation; Neuropeptide Y receptor type 1 (Homo sapiens), P25929; activation, % at 3.6 µM; in the data active means activation above about 33%, passing the limit was not always enough;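 further: cells stimulated with NPY at EC10 then isoproterenol at EC100; 0% = low agonist plus stimulus and 100% = saturating agonist plus stimulus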
NPY-Y2 PAM-ag: NPY-Y2 potentiators or agonists, primary screen, cell-based | Neuropeptide Y receptor type 2 (Homo sapiens), P49146 | cells expressing NPY-Y2, potentiator/agonist read-out | activation, % at 3.6 µM | actives 0.45% (n = 220,000) | AID 1359, 2008; in the data active means activation above about 27%;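 further: cells stimulated with NPY near EC25 plus isoproterenol at EC100; 0% = vehicle plus submaximal agonist and 100% = vehicle plus saturating agonist; some results beyond the cut were filed as inactive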
BaF3 parental: parental Ba/F3 cell viability inhibition, counter-screen for JAK2V617F inhibitor project, murine pro-B, CellTiter-Glo luminescence. CellTiter-Glo ATP luminescence. actives 1.1% (n = 220,000). inhibition, % at 5.6 µM;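 active means inhibition above a per-campaign cutoff, the mean inhibition of all tested compounds plus 3 SD, cut at about 27% in these data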;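 further: 0% = DMSO wells and 100% = JAK Inhibitor I control wells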
RBBP9 inhibitor: human RBBP9 inhibitors, primary screen, biochemical, fluorescence polarization, FP-Rh probe, HTS. Serine hydrolase RBBP9 (Homo sapiens), O75884. recombinant RBBP9. inhibition, % at 7.94 µM. actives 0.2% (n = 220,000). AID 1515, 2009;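 active means inhibition above the campaign mean of all tested compounds plus 3 SD, cut at about 14% in these data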;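 further: plate controls were DMSO wells with RBBP9 for no effect and wells lacking RBBP9 protein for full effect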
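Controls: DMSO-treated enzyme wells and wells lacking RBBP9 | Material: RBBP9 protein | Technique: Fluorescence polarization | Replication: Single well per compound, no replicates | Buffer or medium: Tris-NaCl-Pluronic buffer, pH 8.0 | Timing: 30 min compound preincubation, 45 min probe labeling, 25 °C | Read-out basis: Percent inhibition from mP, scaled between DMSO and no-protein wells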
S1P4 ag: S1P4 receptor agonists, primary screen, cell-based. Sphingosine 1-phosphate receptor 4 (Homo sapiens), O95977. actives 0.35% (n = 220,000). activation, % at 4.98 µM. S1P4-expressing cell line, agonist reporter assay; in the data active means activation above about 11%;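 further: 0% = DMSO vehicle and 100% = reference agonist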
Ba/F3 V617F tox: reduced viability of JAK2V617F-dependent Ba/F3 cells, primary screen, JAK2V617F inhibitor project, cell-based, Ba/F3 EpoR-JAK2V617F, luminescence. actives 1.1% (n = 220,000). ATP luminescence. inhibition, % at 5.6 µM;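 active means inhibition above the campaign mean plus 3 SD over all tested compounds, cut at about 24% in these data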;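 further: cytokine-independent growth of Ba/F3 cells driven by EpoR plus mutant JAK2; 0% = DMSO-treated cells and 100% = JAK inhibitor I control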
An asterisk follows results filed as active; . = no result given.

SMILES	Runt-CBFb FRET	NPY-Y1 antag	S1P4 antag	NPY1 pot ag	NPY-Y2 PAM-ag	BaF3 parental	RBBP9 inhibitor	S1P4 ag	Ba/F3 V617F tox
CCCn1c(SCC(=O)N2c3ccccc3CCc3ccccc32)nc2c1c(=O)n(C)c(=O)n2C	-1	-1	-11	9	-1	11	-1	0.9	-1
Cc1nc(C(=O)O)nn1-c1ccc([N+](=O)[O-])cc1	0	-6	6	-1	0	5	-6	0.0	1
COc1nc(N)c(C#N)c(-c2ccc(N(C)CCC#N)cc2)c1C#N	2	.	-25	7	13	0	6	0.2	0
COc1ccc(OC)c2[nH]c(=O)c(CCNC(=O)c3ccc(S(=O)(=O)N4CCCCC4)cc3)cc12	-1	-3	-19	-4	2	1	1	-0.6	-4
Cc1cccc(C2N=C(N)Nc3nc4ccccc4n32)c1 (centres undefined)	1	.	10	-3	5	-2	-1	1.0	1
COc1ccccc1-c1nc2s/c(=C\c3cccs3)c(=O)n2n1	0	2	-23	-15	-5	4	-10	3.0	0
COCCN(Cc1cc2cc(C)c(C)cc2nc1Cl)C(=O)Nc1ccccc1	0	4	-15	-4	4	3	-7	-1.1	-5
Oc1ccc2nc(Cc3ccccc3)[nH]c2c1	0	7	2	-16	-10	5	-8	-0.5	4
Cc1ccc(C2C3C(=O)N(c4ccc(C)cc4)C(=O)C3N3CCCN23)cc1 (centres undefined)	6	.	-5	-10	-3	3	0	2.2	-3
N#C/C(=C\c1cccs1)Sc1nc2ccccc2s1	0	3	-2	-17	10	3	1	1.8	-3
O=C(NCc1ccc(Cl)cc1)c1ccc(CNc2c(N3CCCC3)c(=O)c2=O)cc1	-1	.	-3	-8	-5	-4	6	0.0	0
O=C(COC(=O)COc1ccccc1)NCc1ccccc1	1	-3	3	10	-5	4	4	-1.0	4
COc1cccc(C(=O)Nc2ccc(C(=O)NCC(C)C)cc2)c1	0	-3	-2	20	14	4	1	0.7	-1
CCOC(=O)C1(CC/C(C)=N\NC(N)=O)CC(C)OC1=O (centres undefined)	-1	5	-7	12	-3	7	0	1.1	2
Cc1ccc(S(=O)(=O)NCCN(CCNS(=O)(=O)c2ccc(C)cc2)S(C)(=O)=O)cc1	-4	3	-14	8	3	3	2	2.9	1
CCOc1ccc(N2CC(C(=O)Nc3ccccc3N3CCOCC3)CC2=O)cc1 (centres undefined)	-2	1	-5	16	5	5	6	-1.4	-2
COc1ccc(-c2csc3nc(-c4cccnc4)nc(N4CCC(C(N)=O)CC4)c23)cc1OC	-3	4	-12	-7	3	6	-10	-1.5	0
CCOc1ccc(-n2c(N)c(C(=O)NCc3ccco3)sc2=S)cc1	20	-2	-10	24	-20	2	-2	1.0	-1
N=c1c(C(=O)NCc2ccccc2)cc2c(=O)n3ccccc3nc2n1Cc1ccco1	20	10	9	5	6	4	1	2.1	9
Cn1c(=NC(=O)C2CCCCC2)sc2cc([N+](=O)[O-])ccc21	1	6	-1	4	0	1	-11	1.6	-1
CCOC(=O)COc1cccc2c(=O)n(CC(=O)N3CCCCC3)ccc12	1	.	-14	-5	9	-3	1	0.2	0
O=C1CCSc2cccc3cccc(c23)N1	-2	1	-1	-7	-12	-1	6	0.3	0
COc1ccc(Oc2cccc(Cl)c2CNC(=O)CCCC(=O)O)cc1	2	.	13	7	2	2	0	0.9	-3
CCOC(=O)c1ccc(NC(=O)CC2SCCNC2=O)cc1 (centres undefined)	0	-1	6	-13	0	1	-13	1.2	-1
CC1CCN(C(=O)c2ccc(NC(=O)C3CCCO3)cc2)CC1 (centres undefined)	0	4	-4	-1	5	7	-9	-1.8	6
CCOc1ccc2[nH]c(=O)c(CN(Cc3cccnc3)C(=O)Nc3ccccc3OC)cc2c1	-4	-3	-20	1	12	3	-8	2.9	1
Cc1ccc2nc(-c3ccc(NC(=O)COC(=O)c4ccco4)cc3)sc2c1	0	5	3	0	11	0	-6	0.7	-2
CN(Cc1ccccc1)c1nc2nonc2nc1N1CCCC(CN2CCCC2=O)C1 (centres undefined)	2	.	-17	2	-7	2	6	0.3	-6
CC(=O)c1cc(C)ccc1OC(=O)c1ccco1	-1	-2	-13	-4	9	3	-10	1.2	-2
Cc1ccc(C(=O)NCCCNc2ccc(C(F)(F)F)cc2[N+](=O)[O-])cc1	-14	5	-17	-6	-1	7	-11	0.3	-3
CCOC(=O)CNC(=O)CCCCCC(=O)NCC(=O)OCC	1	0	-7	4	3	7	-6	1.1	0
O=C(c1ccccc1Br)N1CCN(c2ccc([N+](=O)[O-])c(N3CCOCC3)c2)CC1	-2	-4	12	9	4	6	2	0.1	5
O=C(Nc1cc(N2CCOCC2)ncn1)NC1(C(F)(F)F)Oc2ccccc2O1	3	4	-3	-4	-23	7	-8	0.0	12
Cc1cc(=O)[nH]c(N/N=C/C2=C(N3CCOCC3)C(=C\c3ccc(Cl)cc3)/CC2)n1	4	-1	-26	-6	1	3	-1	0.7	-3
O/N=C1\CCCc2ccccc21	1	3	4	0	5	7	0	0.8	1
CCC(=O)Nc1nnc(CCc2ccccc2)s1	-1	-2	-2	6	-1	2	7	4.0	-4
O=C1OCCC1Sc1nnc(-c2cccs2)n1Cc1ccccc1 (centres undefined)	-2	5	-25	-4	8	4	-9	1.5	-1
Cc1cccc(C(C#N)c2nc3ccccc3nc2C(F)(F)F)c1 (centres undefined)	.	-4	9	3	-2	2	-13	0.5	-4
CC1CCN(c2nc3c(c(=O)n(C)c(=O)n3C)n2Cc2ccccc2)CC1	-1	9	-20	-12	-6	6	-1	1.7	0
CC(C)OCCCN1CN(S(=O)(=O)c2cccc(Cl)c2)c2nc3ccccc3nc21	-3	1	4	-6	3	-1	-5	-0.3	1
CCn1c(COc2ccc(C)cc2)nnc1SCC(=O)C(C)(C)C	-4	-3	-4	7	9	3	-4	1.0	2
C=CCn1c(Sc2nncn2C)nc2c1c(=O)[nH]c(=O)n2C	-2	5	6	-27	17	2	-2	0.6	0
CCCCCCCC(=O)N/N=C/c1ccncc1	-3	.	-6	-5	0	-2	-12	0.8	1
COc1ccc(OC)c(N2C(=O)C(Cl)=C(N3CCOCC3)C2=O)c1	32	-3	4	12	-2	3	-2	-0.4	1
Cc1ccccc1NC(=O)Cn1nnc(S(=O)(=O)c2ccc(C(C)(C)C)cc2)c1N	2	-1	-15	-2	3	3	-13	1.3	-4
Cc1nn(CC(=O)c2cccc(Cl)c2)c(C)c1[N+](=O)[O-]	0	3	11	-15	-2	9	-10	2.7	2
CCc1c(C)c(C#N)c2nc3ccccc3n2c1NCc1ccco1	21	6	-3	-6	-11	2	-13	-1.8	-1
CN(C(=O)CSc1nc2cc(Cl)ccc2c(=O)n1Cc1ccco1)C1CCS(=O)(=O)C1 (centres undefined)	4	4	3	-15	8	-1	-9	0.6	0
CCOc1ccc(N(CC(=O)Nc2ccc(C)c(C)c2)S(=O)(=O)c2c(C)noc2C)cc1	-3	-5	-83	13	23	2	-10	-0.1	2
O=C(COC(=O)/C=C/c1ccc(F)cc1)Nc1ccccc1-c1ccccc1	-1	3	-24	-19	-3	7	1	-1.5	0
CCCCCCCCNc1nc(Cl)nc(NCc2ccco2)n1	2	-5	-1	20	-5	5	5	0.5	0
CCOC(=O)N1CCN(Cc2ccccc2Cl)CC1	1	1	7	3	12	1	-7	0.3	1
CCOC(=O)C(=O)NNc1ccc(C)cc1	2	6	-7	7	7	6	1	-0.5	-3
COc1ccc(N2C(=O)CC(N(Cc3ccco3)C(=O)CCC(=O)O)C2=O)cc1 (centres undefined)	1	-6	-4	17	-8	19	1	0.7	0
O=C(NCc1ccco1)NCC(F)(F)F	-1	3	-14	-5	14	0	-7	0.4	-1
CS(=O)(=O)N1CCCC(C(=O)c2cccc(Cl)c2)C1 (centres undefined)	3	-3	3	4	6	6	-1	1.4	-2
COc1cc(C(=O)Nc2sc(C(=O)N3CCOCC3)c(C)c2C#N)cc(OC)c1OC	2	11	-1	6	11	4	-12	-0.5	0
CC(Oc1ccccc1Cl)C(=O)N(Cc1ccco1)C1CCS(=O)(=O)C1 (centres undefined)	1	6	-25	7	3	3	-4	1.1	-3
O=C(CS(=O)(=O)Cc1ccccc1)N1CCN(Cc2ccc3c(c2)OCO3)CC1	-1	-2	12	-18	-19	7	-11	-0.9	3
O=C(c1ccco1)N1CCN(c2nc3ccccc3c(=O)n2-c2ccccc2)CC1	2	4	-17	-1	0	7	-7	0.6	0

Continued.
SMILES	Runt-CBFb FRET	NPY-Y1 antag	S1P4 antag	NPY1 pot ag	NPY-Y2 PAM-ag	BaF3 parental	RBBP9 inhibitor	S1P4 ag	Ba/F3 V617F tox
COc1ccc(C(=O)NCCC2=CCCCC2)cc1	0	9	-27	-4	0	7	5	-3.7	0
Cc1cccc(N(C(=O)CCC(=O)Nc2nccs2)C(C(=O)NC(C)(C)C)c2ccc(O)cc2)c1 (centres undefined)	1	2	-7	-1	0	8	-2	-0.5	-1
O=c1[nH]ncn1-c1ccc(Br)cc1	0	0	-14	21	-11	5	1	2.7	0
CCOC(=O)COc1cnc2ccccc2n1	1	-2	11	1	8	3	-3	-0.1	-2
CCOC(=O)/C(C#N)=C(\N)C(C)C(=O)Nc1ccccn1 (centres undefined)	1	1	1	-26	12	1	-4	-0.7	-3
Cc1cccc(NC(=S)NC2CCCCC2)n1	21	-5	2	12	6	1	-5	-0.3	-1
OCC1CCCCN1C(=S)Nc1ccc(Cl)cc1Cl (centres undefined)	0	1	7	9	7	6	1	1.7	-3
Cc1ccc(-n2nc3cc(C)c(N)cc3n2)cc1	3	-3	-13	3	-1	1	4	1.0	-3
CCOc1ccc(N2C(=O)Nc3ccccc3C2(O)C(=O)NCc2ccc3c(c2)OCO3)cc1 (centres undefined)	1	3	-5	-17	-7	1	-7	-1.1	6
O=C(c1ccc(Cl)cc1[N+](=O)[O-])N1CCc2ccccc2C1	0	11	-14	-20	-1	2	-12	0.7	1
CN(C)CCCOC(=O)c1ccc(Cl)cc1	-4	-2	-10	11	9	0	5	-0.2	-3

Random excerpt: 2 records from the list, in no set order.
SMILES	Runt-CBFb FRET	NPY-Y1 antag	S1P4 antag	NPY1 pot ag	NPY-Y2 PAM-ag	BaF3 parental	RBBP9 inhibitor	S1P4 ag	Ba/F3 V617F tox
CCOC(=O)COc1cnc2ccccc2n1	1	-2	11	1	8	3	-3	-0.1	-2
Cc1cccc(NC(=S)NC2CCCCC2)n1	21	-5	2	12	6	1	-5	-0.3	-1
